TLR9-MyD88 inh – inhibitors of human TLR9-MyD88 binding | inhibition, % at 4.98 µM | 340,000 tested, 0.21% active | CHO BLA complementation TLR9-MyD88, CCF4 FRET ratio;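 active = inhibition above the mean over all tested compounds plus 3 SD, cut at about 21% in these data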;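 note: 0% = DMSO only wells and 100% = clavulanate BLA inhibitor control wells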
TWEAK Fn14 block – inhibitors of TWEAK-Fn14 interaction signaling; TWEAK-stimulated Fn14 reporter cells, luciferase luminescence, 8 h; AID 1159606; 360,000 tested, 2% active; inhibition, % at 10 µM; in the data active = inhibition above about 50%
SRC3 inh – inhibitors of human steroid receptor coactivator 3 (SRC3); HEK293 GAL4-SRC3 luciferase reporter, luminescence; inhibition, % at 3.6 µM; 360,000 tested, 0.17% active;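 active = inhibition above a per-campaign cutoff, the mean of all compounds plus 3 SD, cut at about 60% in these data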;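 note: 0% = DMSO-treated cells and 100% = gossypol-treated cells at 36 µM; higher means less SRC3-driven luciferase light from the GAL4 reporter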
Target sequence (Q9Y6Q9 whole entry, looked up, the tested form may be a part): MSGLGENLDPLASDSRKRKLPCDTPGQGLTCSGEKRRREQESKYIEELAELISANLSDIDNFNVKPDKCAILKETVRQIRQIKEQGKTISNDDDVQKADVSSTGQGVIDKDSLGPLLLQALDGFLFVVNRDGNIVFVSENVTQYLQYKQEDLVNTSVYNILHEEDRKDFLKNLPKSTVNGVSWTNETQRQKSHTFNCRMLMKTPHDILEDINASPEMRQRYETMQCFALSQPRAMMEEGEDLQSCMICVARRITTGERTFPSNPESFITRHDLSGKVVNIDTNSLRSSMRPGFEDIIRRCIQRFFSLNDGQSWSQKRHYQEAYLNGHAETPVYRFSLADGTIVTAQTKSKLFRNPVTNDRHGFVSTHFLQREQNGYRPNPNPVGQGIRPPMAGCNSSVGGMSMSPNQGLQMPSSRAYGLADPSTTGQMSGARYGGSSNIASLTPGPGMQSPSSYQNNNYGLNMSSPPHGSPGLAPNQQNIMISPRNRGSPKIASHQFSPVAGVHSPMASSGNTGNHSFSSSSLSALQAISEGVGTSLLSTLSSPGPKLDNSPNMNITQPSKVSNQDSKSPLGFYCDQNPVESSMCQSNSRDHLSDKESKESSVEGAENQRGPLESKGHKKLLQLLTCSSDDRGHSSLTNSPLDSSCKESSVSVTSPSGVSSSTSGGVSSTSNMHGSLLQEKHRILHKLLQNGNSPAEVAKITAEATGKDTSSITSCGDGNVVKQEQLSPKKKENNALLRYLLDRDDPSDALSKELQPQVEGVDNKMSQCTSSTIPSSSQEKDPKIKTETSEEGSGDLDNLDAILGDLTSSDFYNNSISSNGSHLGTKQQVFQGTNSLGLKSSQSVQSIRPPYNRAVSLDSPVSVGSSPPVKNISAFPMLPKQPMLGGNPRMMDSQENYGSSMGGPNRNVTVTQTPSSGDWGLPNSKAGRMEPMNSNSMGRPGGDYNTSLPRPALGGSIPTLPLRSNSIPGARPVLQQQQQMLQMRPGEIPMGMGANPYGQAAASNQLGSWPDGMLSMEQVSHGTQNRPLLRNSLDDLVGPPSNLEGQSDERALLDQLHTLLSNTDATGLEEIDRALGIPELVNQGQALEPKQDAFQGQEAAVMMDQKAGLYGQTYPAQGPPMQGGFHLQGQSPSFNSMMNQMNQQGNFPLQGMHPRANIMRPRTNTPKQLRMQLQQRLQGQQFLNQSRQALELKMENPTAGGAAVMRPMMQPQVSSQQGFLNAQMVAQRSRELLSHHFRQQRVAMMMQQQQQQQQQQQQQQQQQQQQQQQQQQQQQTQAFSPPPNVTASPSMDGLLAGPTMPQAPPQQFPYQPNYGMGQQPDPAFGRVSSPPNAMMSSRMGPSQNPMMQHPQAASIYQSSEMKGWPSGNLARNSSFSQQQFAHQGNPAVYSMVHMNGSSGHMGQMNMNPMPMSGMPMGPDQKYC
SRC1 inh – inhibits human SRC1 coactivator; HEK293 GAL4-SRC1 luciferase reporter, luminescence; inhibition, % at 3.6 µM; 360,000 tested, 0.12% active; AID 588354;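 active = inhibition above the campaign mean plus 3 SD, with each screening campaign given its own cutoff, cut at about 60% in these data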;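 note: 0% = DMSO treated cells and 100% = gossypol at 36 µM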
LMP1 NFkB inh – Epstein-Barr LMP1 NF-kappaB reporter inhibition. AID 504558. inhibition, % at 12.5 µM. LMP1-induced NF-kappaB luciferase reporter cells, luminescence. 350,000 tested, 0.69% active; in the data active = inhibition above about 41%;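 note: 0% = neutral control wells and 100% = reference inhibitor control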
TROY signal inh – blocks TROY-dependent signaling in reporter cells | 360,000 tested, 0.98% active | inhibition, % at 10 µM | AID 1347056 | Q293 LMP1-TROYcd NF-kB luciferase reporter, 4 h;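 active = compounds whose plate-normalised and pattern-corrected inhibition of the luciferase reporter signal at the single screening dose is 50% or more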
SRC2 inh – inhibits human steroid receptor coactivator 2; Q15596; AID 651957; 370,000 tested, 0.17% active; HEK293 GAL4-SRC2 luciferase reporter, luminescence; inhibition, % at 9 µM;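 active = inhibition above the mean inhibition of all tested compounds plus 3 SD, set per campaign, cut at about 52% in these data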;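 note: 0% = DMSO treated cells and 100% = cells given Gossypol at 36 µM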
COUP-TFII inh – inhibitors of human COUP-TFII (NR2F2); P24468; HEK293T NGFI-A luciferase reporter, luminescence; inhibition, % at 8.6 µM; 370,000 tested, 0.7% active;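 active = inhibition above a per-plate cutoff, mean inhibition of test wells between control levels plus 3 SD, cut at about 38% in these data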;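 note: cells cotransfected with COUP-TFII expression vector driving the NGFI-A reporter; 0% = median of COUP-TF2 test wells and 100% = reporter-only cells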
NOD2-RIPK2 inh – blocks binding of human NOD2 to RIPK2 | O43353 | CHO BLA complementation NOD2-RIPK2, CCF4 ratio | inhibition, % at 4.98 µM | 360,000 tested, 0.38% active | AID 624267; in the data active = inhibition above about 21%;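 note: 0% = vehicle only and 100% = reference blocker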
C8 TRAIL sens – caspase-8 TRAIL sensitization | 360,000 tested, 1% active | NB7+C8 cells + TRAIL, ATPlite viability luminescence | inhibition (viability loss, TRAIL sensitization), % at 10 µM;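 active = compounds causing at least 50% loss of cell viability in the single-dose screen, relative to plate controls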
NR5A2 inv ag – NR5A2 inverse agonism in reporter assay | O00482 | AID 602396 | HEK293T StAR-luciferase reporter, LRH-1 transfected, 24 h | inhibition, % at 3.6 µM | 360,000 tested, 0.13% active;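 active = inhibition above the mean inhibition of all tested compounds plus 3 SD, cut at about 73% in these data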;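 note: 0% = DMSO wells and 100% = reporter-only cells lacking LRH-1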
Numbers without * were called inactive; . = no result given. A portion of the library; the hit share may differ from the screen's.

SMILES	TLR9-MyD88 inh	TWEAK Fn14 block	SRC3 inh	SRC1 inh	LMP1 NFkB inh	TROY signal inh	SRC2 inh	COUP-TFII inh	NOD2-RIPK2 inh	C8 TRAIL sens	NR5A2 inv ag
COC(=O)c1ccccc1NC(=O)CN(c1ccc(OC)cc1)S(C)(=O)=O	-1	1	14	9	-2	7	-13	9	-4	4	-7
O=C(CN1CCSCC1)N/N=C/c1ccc(F)cc1	-2	-4	-12	-18	-2	1	.	.	-9	0	-16
COc1cccc(-c2cccc(NC(=O)C3CCN(Cc4nccs4)CC3)c2)c1	0	14	14	-15	-7	-7	-5	-5	4	-3	4
CC(C)n1cnc2c(Nc3cccc(Cl)c3)nc(NCCCO)nc21	12	38	-16	-45	-3	30	-41	19	1	29	11
CCOc1ccc(-c2c(C(=O)N/N=C/c3ccoc3)nnn2-c2nonc2N)cc1	-7	3	0	14	-5	14	16	-10	-3	11	6
O=C(C1COc2ccccc2O1)N1CCN(c2ccccc2F)CC1 (stereo not drawn)	-1	0	-24	-2	2	-1	-24	10	0	-9	-15
N=c1oc2cc(O)ccc2cc1C(=O)Nc1ccc(Br)cc1	-45	72*	-47	-96	-3	29	-96	-25	-22	46	-107
O=C(NNC(=S)NC1CC2CCC1C2)c1ccc(Cl)cc1 (stereo not drawn)	-1	1	-12	-12	5	-14	10	22	2	-1	-16
CSc1ccccc1C(=O)N1CCc2ccc(NC(=O)c3ccccn3)cc2C1	-3	60*	-52	-43	-23	74*	-51	-8	-9	41	-75
COc1cccc(-c2cnc3c(NC(C)=O)cc(-c4cccc(NC(C)=O)c4)cn23)c1	.	-1	-17	0	.	13	-20	-7	-4	9	22

Continued; it opens with the 3 that closed the last part.
SMILES	TLR9-MyD88 inh	TWEAK Fn14 block	SRC3 inh	SRC1 inh	LMP1 NFkB inh	TROY signal inh	SRC2 inh	COUP-TFII inh	NOD2-RIPK2 inh	C8 TRAIL sens	NR5A2 inv ag
O=C(NNC(=S)NC1CC2CCC1C2)c1ccc(Cl)cc1 (stereo not drawn)	-1	1	-12	-12	5	-14	10	22	2	-1	-16
CSc1ccccc1C(=O)N1CCc2ccc(NC(=O)c3ccccn3)cc2C1	-3	60*	-52	-43	-23	74*	-51	-8	-9	41	-75
COc1cccc(-c2cnc3c(NC(C)=O)cc(-c4cccc(NC(C)=O)c4)cn23)c1	.	-1	-17	0	.	13	-20	-7	-4	9	22
CC(C)CCNC(=O)CC1C(=O)N(Cc2ccccc2)C(C)c2nc3ccccc3n21 (stereo not drawn)	-5	0	14	-10	49*	6	-26	-12	-3	26	2
Cc1nc2c(-c3ccc(Cl)cc3)cnn2c2c1CCC2	4	-18	-3	-29	13	-57	-5	5	-11	3	3
CN(C)C1=C(Cl)C(=O)N(c2ccc(Cl)c(Cl)c2)C1=O	-10	-17	12	-9	-4	-3	2	-3	-3	-26	21
O=C(C[C@@H]1C/C=C\C[C@H](NC(=O)OCC2c3ccccc3-c3ccccc32)C(=O)OC[C@H]2CCCN2C1=O)NCCO	2	15	3	2	7	-6	.	.	-11	3	-22
Cc1ccccc1-n1c(Cn2c(=O)sc3ccccc32)nnc1SCC(=O)Nc1nccs1	6	1	-3	-5	3	-6	-27	-13	-3	-9	-27
CC1(C)OC(=O)C(=CNC(=O)c2c(F)cccc2F)C(=O)O1	7	-2	-3	-2	-2	-1	-13	14	0	-3	-13
O=C(COc1ccc(-c2ccccc2)cc1)NNC(=O)NC1CCCCC1	2	6	-9	-16	4	-12	-2	21	-5	-1	0
C[C@@H](O)C(C(=O)N1CCNCC1)n1cc([C@@H](N)CCCCN)nn1 (stereo partly drawn)	8	4	27	2	-2	-16	-6	-5	1	-43	6
COc1cccc(Cn2nnc(C(=O)Nc3ccc(C)cc3)c2N)c1	2	-30	-15	-16	-13	-32	-46	-18	7	6	-67
COc1ccc(C(C#N)N2N=C(C)CC2c2ccccc2)cc1 (stereo not drawn)	-4	0	2	10	2	-7	-21	-3	0	-16	3
CCc1nnc(NC(=O)C2CCCN2S(=O)(=O)c2ccc(C)cc2)s1 (stereo not drawn)	8	9	3	-8	-5	5	11	-2	-4	17	-2
O=c1c(-c2cccnc2)nc2ccccc2n1C(CCc1ccccc1)c1nc2ccccc2[nH]1 (stereo not drawn)	.	.	.	.	.	.	-20	5	2	4	13
O=C(CNC(=O)c1ccc(Br)cc1)N/N=C/c1cccnc1	0	-18	8	-19	-1	3	-1	-19	1	10	1
CC(C)N(Cc1cc2ccccc2[nH]c1=O)C(=O)c1ccco1	-4	-4	7	-4	-11	-18	-38	1	-12	-8	2
CCOC(=O)c1sc(NC(=O)CSc2n[nH]c(CC(C)C)n2)nc1C	1	-23	25	-3	0	25	-17	4	4	-3	-3
O=C(Cn1nc(C(=O)O)c2ccccc2c1=O)Nc1cc(Cl)ccc1-n1cncn1	-4	9	7	-15	-2	14	12	-6	1	-9	4
Cc1cccc(C(=O)Nc2cccc(NC(=O)c3ccccc3)c2)c1	-21	-6	1	-1	9	-27	-9	-6	-5	6	-1
Cc1ccc(C(=O)NC(C(=O)Nc2ccccc2)c2ccccc2)cc1 (stereo not drawn)	4	-4	1	7	-1	13	-26	6	4	-7	1
Cc1ccc(-c2nnc3sc(CCc4ccccc4)nn23)cc1	-2	-15	-23	-1	-2	-67	4	-8	3	21	5
CC(=O)Nc1ccc(NC(=O)CSc2nnc(NC(=O)c3ccccc3F)s2)cc1	7	12	-98	-95	8	-66	-43	-18	-15	66*	-124

Limited to TLR9-MyD88 inh, NOD2-RIPK2 inh and SRC1 inh (3 entries from above):
Structure	TLR9-MyD88 inh	NOD2-RIPK2 inh	SRC1 inh
CC(=O)Nc1ccc(NC(=O)CSc2nnc(NC(=O)c3ccccc3F)s2)cc1	7	-15	-95
Cc1ccc(C(=O)NC(C(=O)Nc2ccccc2)c2ccccc2)cc1 (stereo not drawn)	4	4	7
O=c1c(-c2cccnc2)nc2ccccc2n1C(CCc1ccccc1)c1nc2ccccc2[nH]1 (stereo not drawn)	.	2	.

Remaining list, next part
SMILES	TLR9-MyD88 inh	TWEAK Fn14 block	SRC3 inh	SRC1 inh	LMP1 NFkB inh	TROY signal inh	SRC2 inh	COUP-TFII inh	NOD2-RIPK2 inh	C8 TRAIL sens	NR5A2 inv ag
CCCCn1c(=O)n(CC(O)c2ccccc2)c(=O)c2c1ncn2C1CCCC1 (stereo not drawn)	1	4	14	2	-22	-19	2	7	2	-3	18
O=C(Cc1cn2ccsc2n1)Nc1ccccc1Oc1ccccc1	6	21	13	12	-5	18	7	6	-2	-7	-9
COc1ccc(C(=O)OCC(=O)NCC2CCCO2)cc1 (stereo not drawn)	-7	-3	13	-38	18	15	-16	7	-1	2	-2
CCCC[C@@H]1CNCCN1CCc1cc(C(F)(F)F)cc(C(F)(F)F)c1	-14	11	3	8	-2	0	-11	-19	0	11	-4
Cc1ccc(N/N=C(\C#N)C(=N)N2CCCCCC2)cc1	3	29	-83	-100	-8	38	-51	-26	-3	31	-137
CCOc1ccc(NC(=O)CCC(=O)N/N=C(\C)c2cccs2)cc1	-16	-11	-14	-11	0	-7	22	6	-2	-5	-5
Cc1cccc(NS(=O)(=O)c2ccc(C(=O)NCCCN3CCOCC3)cc2)c1C	-8	-4	-6	5	7	12	25	-1	6	-2	1
CCNC(=O)N(C)C[C@H]1N[C@@](C)(C(=O)OC)[C@H]2C(=O)N(Cc3ccccc3)C(=O)[C@@H]12	-1	-6	10	-40	-2	8	13	12	8	1	14
S=c1nn[nH]n1C12CC3CC(CC(C3)C1)C2	6	7	14	-11	4	1	.	.	-3	10	-12
CCOC(=O)c1cc(OCC)c2c(ccc3cc(OC)ccc32)n1	-1	-12	-9	-2	1	-27	-39	-2	-3	2	-8

Some of these compounds in order of count of non-hydrogen atoms, rising.
SMILES	TLR9-MyD88 inh	TWEAK Fn14 block	SRC3 inh	SRC1 inh	LMP1 NFkB inh	TROY signal inh	SRC2 inh	COUP-TFII inh	NOD2-RIPK2 inh	C8 TRAIL sens	NR5A2 inv ag
Cc1ccc(N/N=C(\C#N)C(=N)N2CCCCCC2)cc1	3	29	-83	-100	-8	38	-51	-26	-3	31	-137
CCOc1ccc(NC(=O)CCC(=O)N/N=C(\C)c2cccs2)cc1	-16	-11	-14	-11	0	-7	22	6	-2	-5	-5
Cc1cccc(NS(=O)(=O)c2ccc(C(=O)NCCCN3CCOCC3)cc2)c1C	-8	-4	-6	5	7	12	25	-1	6	-2	1

(further entries)
SMILES	TLR9-MyD88 inh	TWEAK Fn14 block	SRC3 inh	SRC1 inh	LMP1 NFkB inh	TROY signal inh	SRC2 inh	COUP-TFII inh	NOD2-RIPK2 inh	C8 TRAIL sens	NR5A2 inv ag
COc1ccc(CCc2nnc(CCC(=O)NCc3cc(C(C)C)no3)o2)cc1	1	-21	-30	-30	2	-34	-32	-30	-4	1	-44
c1ccc(Cn2c(NCc3ccco3)nc3ccccc32)cc1	-13	13	7	18	4	17	-4	4	-2	9	6
COC(=O)CCCCCCCCC(O)C[N+]1(C)CCOCC1 (stereo not drawn)	.	-1	8	4	.	5	-4	2	2	-10	-9
COC(=O)c1cc(NC(=S)NC(=O)c2ccccc2)ccc1N1CCOCC1	-1	12	1	17	2	4	-21	15	7	16	1
COc1cccc(/C=C/C(=O)OCC(=O)NCCNC(=O)COC(=O)/C=C/c2cccc(OC)c2)c1	-14	-6	10	-64	3	-5	4	3	-1	-10	-46
C=C1CCN([C@@H](C)C(=O)NCCCCCC)S(=O)(=O)c2ccccc21	2	-6	4	-14	3	-7	-8	12	-9	8	9
COC(=O)c1sc(NC(=O)c2c(OC)cccc2OC)c(C#N)c1C	-3	-3	19	1	2	0	10	18	1	-2	17
O=C(CSc1nnc(CNC(=O)c2ccccc2)o1)NCCc1ccccc1	-8	-6	-5	-16	6	-3	-11	-10	3	-16	5
COc1ccc(/C=C2\N=C(c3ccccc3)NNC2=O)cc1	3	-5	14	0	5	-15	21	4	-22	-1	2
CC1=C(C(=O)N2CCOCC2)CC(CC(=O)NC(c2ccccc2)c2ccccc2)C(=O)N1CCC1=CCCCC1 (stereo not drawn)	.	-1	4	-5	.	6	10	-6	5	-3	5
CCC(C)c1ccc(NC(=O)c2cnn3c(C(F)F)cc(C)nc23)cc1 (stereo not drawn)	.	-20	16	17	2	-18	2	-7	-10	14	-4
O=C(COC(=O)c1cccs1)Nc1nnc(-c2ccccc2)o1	-6	-3	-6	5	-9	-9	-22	4	-6	-6	4
O=C1c2ccccc2C(=O)N1CCCc1nc2ccccc2c(=O)n1Cc1ccco1	-9	25	0	-9	-8	9	-14	-1	-7	2	0
O=C(CSc1n[nH]c(=O)n1C1CC1)c1ccc(F)cc1	.	-13	8	-35	.	-6	-6	4	-10	-10	-2
COC(=O)c1ccc(NC(=O)C2CCCN2S(=O)(=O)c2ccc(C)cc2)cc1 (stereo not drawn)	-13	4	2	11	2	-10	-24	20	2	-4	-7

Printed as active in LMP1 NFkB inh, among the entries above:
structure | TLR9-MyD88 inh | TWEAK Fn14 block | SRC3 inh | SRC1 inh | LMP1 NFkB inh | SRC2 inh | COUP-TFII inh | NOD2-RIPK2 inh | NR5A2 inv ag
CC(C)CCNC(=O)CC1C(=O)N(Cc2ccccc2)C(C)c2nc3ccccc3n21 (stereo not drawn) | -5 | 0 | 14 | -10 | 49* | -26 | -12 | -3 | 2
